esBAF inh – Bmi1 luciferase reporter increase in mESCs, primary screen, esBAF inhibitor project, mouse ES cells, Bmi1 luciferase knock-in, single point | 24 h; 100% = twice the neutral-well signal | reporter increase, % at 12.5 µM | hit rate 2% among 350,000 | AID 602393, 2012; in the data active means activation above about 40%;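 further: 0% = median of the plate's neutral control wells and 100% = double that signal; a rise in the Bmi1 reporter signal indicates esBAF inhibition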
ARNT-TACC3 inh – disruptors of ARNT/TACC3 protein interaction, primary screen, biochemical, AlphaScreen, single concentration. Transforming acidic coiled-coil-containing protein 3 (Homo sapiens), Q9Y6A5. hit rate 0.66% among 390,000. AlphaScreen His-ARNT PAS-B/GST-TACC3 binding, luminescence; TACC3 fragment carries E629A point mutation. inhibition, % at 9.99 µM;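 active means mean inhibition of replicates at least 50% and at least half of replicates each reaching 50%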;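 further: 0% = complete ARNT plus TACC3 wells and 100% = ARNT alone without TACC3; many hits fall short of the cut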
SIRT5 block – SIRT5 desuccinylase inhibitors, primary screen, biochemical, fluorescence imaging, single point, set 5 | AID 652115, 2013 | NAD-dependent protein deacylase sirtuin-5, mitochondrial (Homo sapiens), Q9NXA8 | hit rate 1.1% among 330,000 | Purified SirT5, succinyl-peptide AMC, trypsin-coupled fluorescence | inhibition, % at 15 µM; in the data active means inhibition above about 15%
Target sequence (Q9NXA8 whole entry, looked up): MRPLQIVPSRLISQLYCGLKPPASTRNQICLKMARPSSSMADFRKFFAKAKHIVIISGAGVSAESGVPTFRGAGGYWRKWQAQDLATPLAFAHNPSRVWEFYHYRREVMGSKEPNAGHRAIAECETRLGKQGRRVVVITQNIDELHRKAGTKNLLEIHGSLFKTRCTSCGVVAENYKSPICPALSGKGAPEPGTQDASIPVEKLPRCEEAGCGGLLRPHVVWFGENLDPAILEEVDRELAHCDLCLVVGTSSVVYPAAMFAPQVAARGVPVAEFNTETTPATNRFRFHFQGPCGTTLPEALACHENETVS
Cneo AK release – Cryptococcus neoformans cell lysis inducers, primary screen, AK release luminescence, single concentration; hit rate 0.2% among 360,000; lysis activity, % at 15 µM; AID 651654, 2012; C. neoformans lysis, adenylate kinase release luminescence, 4 h; normalised: neutral wells 0, clomiphene wells 100;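 active means mean lysis activity across replicates of at least 80%, whatever share of replicates individually reach that level; inactive means mean lysis activity below 80%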
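Signal: Adenylate kinase release luminescence | Assay system: Log-phase Cryptococcus neoformans yeast cells | Input: Cells at 5 × 10^6 per mL | Buffer or medium: Fresh YPD growth medium | Compound: Single dose | Schedule: Static 4 h at 37 °C with compound, 1 h detection | Controls: Clomiphene | Read-out: Luminescence rise reflecting yeast cell lysis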
Statin myotox sup – suppressors of statin myotoxicity in C2C12 myotubes, primary screen, cell-based, single point, plate reader | C2C12 myotubes + simvastatin, ATP luminescence, 48 h; scaled: DMSO 0, geranylgeraniol control 100 | rescue of ATP level, % at 7.49 µM | hit rate 0.78% among 330,000 | AID 602340, 2012;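 active means mean ATP rescue above about 67%, or every replicate alone reaching that limit, limit read from the data, passing the limit was not always enough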;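 further: myotubes were challenged with 10 µM simvastatin during compound exposure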
ERp5 inh – inhibitors of ERp5-driven insulin aggregation, primary screen, biochemical, turbidity, absorbance 650 nm, single point | inhibition, % at 9.99 µM | 90 min | hit rate 0.05% among 350,000 | Protein disulfide-isomerase A6 (Homo sapiens), Q15084 | AID 651711, 2012;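 active means mean replicate inhibition above about 25%, with every replicate also reaching it, limit read from the data, passing the limit was not always enough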
Target sequence (Q15084 whole entry, looked up): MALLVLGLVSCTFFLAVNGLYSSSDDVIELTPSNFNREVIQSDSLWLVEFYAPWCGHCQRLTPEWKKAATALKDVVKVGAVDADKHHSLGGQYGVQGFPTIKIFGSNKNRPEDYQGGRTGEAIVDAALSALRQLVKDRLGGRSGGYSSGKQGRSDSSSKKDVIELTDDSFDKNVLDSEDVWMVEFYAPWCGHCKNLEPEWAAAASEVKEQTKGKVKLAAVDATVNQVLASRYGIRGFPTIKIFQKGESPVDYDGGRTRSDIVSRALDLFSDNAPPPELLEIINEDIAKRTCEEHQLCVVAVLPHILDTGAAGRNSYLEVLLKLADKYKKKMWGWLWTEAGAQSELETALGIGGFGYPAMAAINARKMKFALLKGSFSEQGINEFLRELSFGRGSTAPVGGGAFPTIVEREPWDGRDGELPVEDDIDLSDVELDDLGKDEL
miR122 inh – miR-122 Renilla sensor signal increase in Huh7, primary screen, miR-122 inhibitor project, cell-based, single point, plate reader; Huh7 miR-122 Renilla luciferase sensor, 48 h; neutral wells = 0, positive control = 100; activation (reporter increase), % at 12.5 µM; hit rate 0.3% among 340,000; AID 602342, 2012;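 active means mean replicate activation score at least 90 and every replicate individually at or above 90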;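 further: higher luciferase means less miR-122 activity so hits act as miR-122 inhibitors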
The depositor's hits bear a star; nt = not tested or not shown; [ ] = another dose, or the depositor's remark. Rows are unselected, and some 4% of all compounds hit somewhere here.

SMILES	esBAF inh	ARNT-TACC3 inh	SIRT5 block	Cneo AK release	Statin myotox sup	ERp5 inh	miR122 inh
O=C1CC(N2CCN(C3CCc4ccccc4C3)CC2)C(=O)N1c1ccccc1 (stereo unspecified)	2	-6	nt	-2	-7	nt	10
CCN(CC)c1ccc(N2C(=O)C3CCCCC3C2=O)cc1[N+](=O)[O-] (stereo unspecified)	2	5	nt	1	2	nt	3
NNC(=O)c1ccc(N2CCCCCC2)c([N+](=O)[O-])c1	nt	-3	0	-2	nt	3	nt
COCC#Cc1ccc([C@H]2[C@H]3CN(S(=O)(=O)c4ccccc4C)CCCCN3[C@H]2CO)cc1	nt	7	0	-4	nt	-4	-1[16.7 µM]
COc1ccc(N2CCN(c3ccc(C(=O)O)cc3[N+](=O)[O-])CC2)cc1	5	-2	11	-3	8	0	nt
CCOc1ccc(/C(O)=C2/C(=O)C(=O)N(CCN(CC)CC)C2c2ccco2)cc1 (stereo unspecified)	nt	-6	nt	1	nt	nt	-6
COc1ccccc1-c1cc(C(F)(F)F)n2ncc(S(=O)(=O)c3ccccc3)c2n1	-1	-14	nt	0	5	nt	28
O=c1[nH]c(NNC(=S)NCc2ccccc2)nc2c1C1(CCCCC1)Cc1ccccc1-2	-7	-8	-1	nt	4	1	0
Cc1ccc(OCc2nc(C#N)c(NCc3ccc4c(c3)OCO4)o2)cc1	nt	8	nt	4	nt	nt	5
c1cncc(CNC2CCCc3ccccc32)c1 (stereo unspecified)	2	nt	nt	-1	1	nt	-1
CCN(CC)CCN1C(=O)C(=O)/C(=C(/O)c2cccc(OC)c2)C1c1ccccn1 (stereo unspecified)	19	8	nt	3	-1	nt	-3
Cc1noc(C)c1NC(=O)N(C)C[C@@H]1Oc2ccc(NC(=O)Nc3ccc4c(c3)OCO4)cc2C(=O)N([C@H](C)CO)C[C@H]1C	-2	-3	-6	2	nt	1	-7[16.7 µM]
COc1ccc(-c2nc(C(=O)NCC3CCCO3)cc3c2[nH]c2ccccc23)cc1 (stereo unspecified)	0	-16	nt	-1	-15	8	-4
O=C1OC2(CCCCC2)OC(=O)C1=CNc1nc2ccccc2s1	-8	14	nt	2	nt	nt	4
C[C@@H]1CN([C@H](C)CO)C(=O)c2cc(C#CC3(O)CCCC3)cnc2O[C@H]1CN(C)S(C)(=O)=O	0	-8	2	-7	nt	2	1[16.7 µM]
CCN(CC(=O)Nc1ccc(OC)cc1)C(=O)c1cc([N+](=O)[O-])ccc1N1CCOCC1	0	-2	1	1	0	1	nt
Cc1ccc(S(=O)(=O)Nc2ccc3c(c2)C(=O)N([C@@H](C)CO)C[C@@H](C)[C@H](CN(C)S(=O)(=O)c2c(C)noc2C)OCCCC[C@@H](C)O3)cc1	2	1	10	-4	nt	0	-6[16.7 µM]
COc1ccc(CCN(C)C2CCCN(C(=O)Cn3cnnn3)C2)cc1OC (stereo unspecified)	nt	0	-5	5	nt	9	nt
CNC[C@H]1Oc2ccc(NC(=O)NC3CCCCC3)cc2C(=O)N([C@H](C)CO)C[C@@H]1C	0	3	-2	1	-11	3	1[16.7 µM]
C[C@@H]1CCCCO[C@@H](CN(C)S(=O)(=O)c2ccc(Cl)cc2)[C@H](C)CN([C@@H](C)CO)C(=O)c2cc(NS(=O)(=O)c3ccc(Cl)cc3)ccc2O1	11	-10	nt	8	nt	nt	-9[16.7 µM]
CN1CCCCN2[C@H](CO)[C@H](c3ccc(-c4ccc(F)cc4)cc3)[C@@H]2C1	-2	6	2	1	1	1	1[16.7 µM]
COc1cc(/C=C2/NC(=O)N(CC(=O)Nc3ccc(C)cc3)C2=O)ccc1Oc1ccc([N+](=O)[O-])cn1	nt	-3	3	nt	nt	3	nt
O=C(c1ccc([N+](=O)[O-])cc1)N1CCC(Cc2ccccc2)CC1	nt	0	-12	nt	nt	7	nt
O=C([C@H]1[C@H](CO)[C@H]2Cn3c(ccc(C4=CCCCC4)c3=O)[C@@H]1N2)N1CCCCC1	-11	7	-11	68	22	-1	nt
Cc1cccc(/C=N/Nc2nncc3ccccc23)c1	-11	4	0	-2	-18	0	0
C[C@@H]1CN([C@@H](C)CO)C(=O)c2cccc(NS(C)(=O)=O)c2O[C@H]1CN(C)C(=O)NC1CCCCC1	1	2	-4	-2	19	7	0[16.7 µM]
Cc1cccc(NC(=O)c2cnc3ccccn3c2=O)c1	-54	-11	-10	-14	-4	3	nt
Cn1c(/C(C#N)=C(\O)c2cc(Cl)sc2Cl)nc2ccccc21	10	-2	-1	0	24	3	1
CCCCN(C(=O)C1=NN(c2ccccc2)C(=O)CC1)c1c(N)n(CC(C)C)c(=O)[nH]c1=O	-4	-13	0	-1	2	2	4
COc1ccc(CC(=O)O/N=C(\N)c2ccccn2)cc1	nt	26	1	nt	nt	3	nt
Cc1ccc(S(=O)(=O)N(C)C[C@@H]2Oc3ccc(NC(=O)Cc4cn(C)c5ccccc45)cc3C(=O)N([C@@H](C)CO)C[C@H]2C)cc1	5	7	-3	1	40	4	6[16.7 µM]
C/C=C/c1ccc([C@@H]2[C@@H](CO)N(C(C)=O)[C@H]2CN(C)C(=O)CN(C)C)cc1	-3	nt	nt	-1	0	nt	-7[16.7 µM]
O=C1CCC(=O)N1c1ccc(NCc2ccccc2Cl)c([N+](=O)[O-])c1	3	2	nt	-1	3	nt	-2
COc1ccc(NC(=O)N2CCN(S(=O)(=O)c3ccc(F)cc3)CC2)c(OC)c1	2	nt	-2	3	2	-2	nt
CCOC(=O)CSc1nnnn1-c1cc(OC)c(Cl)cc1OC	-4	-8	nt	1	-7	nt	-8
Cc1cc(C)cc(NC(=O)c2cc(S(=O)(=O)N3CCCC3)cn2C)c1	-5	-5	0	1	2	-7	nt
Cc1oc(-c2ccccc2)nc1CS(=O)CC(=O)NC1CCCCCC1 (stereo unspecified)	-1	0	-1	0	25	4	29
CC=Cc1ccc2n(c1=O)C[C@@H]1[C@@H](CO)[C@H](C(=O)NCC)N(Cc3cccc(F)c3)[C@H]21 (mixture of isomers)	3	-5	0	1	0	-1	-2[16.7 µM]
O=C(C[C@@H]1CC[C@H](NC(=O)c2ccccn2)[C@H](CO)O1)NCc1cc(F)cc(F)c1	1	-3	9	39	-3	-1	nt
O=C(CSc1nnc(COc2ccccc2)o1)NC1CC2CCC1C2 (stereo unspecified)	-4	1	-1	0	-1	-1	-1
CN1CCN(c2nc(-c3ccccc3Cl)nc3ccccc23)CC1	-4	1	1	-2	2	-4	2
CNC(=O)c1csc(-c2ccc(Cl)cc2)n1	nt	3	0	nt	nt	-2	nt
CN(Cc1ccccc1)C(=O)c1cccc(N2C(=O)C3CC=CCC3C2=O)c1 (stereo unspecified)	-4	-25	0	-1	10	9	nt
Cc1cc2c(cc1C)C(=O)NC(C)(C)C2	-6	0	nt	5	23	nt	-5
CCOc1cccc(CNCCO)c1OCc1ccc(Cl)cc1	8	1	-2	0	-5	0	-6

Exported with values under each structure: 3 of the compounds above.
The line under a structure holds: esBAF inh	ARNT-TACC3 inh	SIRT5 block	Cneo AK release	Statin myotox sup	ERp5 inh	miR122 inh
CN(Cc1ccccc1)C(=O)c1cccc(N2C(=O)C3CC=CCC3C2=O)c1 (stereo unspecified)
 : -4	-25	0	-1	10	9	nt
Cc1cc2c(cc1C)C(=O)NC(C)(C)C2
 : -6	0	nt	5	23	nt	-5
CCOc1cccc(CNCCO)c1OCc1ccc(Cl)cc1
 : 8	1	-2	0	-5	0	-6

Next part
SMILES	esBAF inh	ARNT-TACC3 inh	SIRT5 block	Cneo AK release	Statin myotox sup	ERp5 inh	miR122 inh
COc1ccc(S(=O)(=O)Oc2ccc(C(=S)N3CCOCC3)cc2OC)cc1	7	0	1	-3	0	-2	2
Cc1nnc(SCC(=O)Nc2nsc(-c3ccccc3)n2)s1	-2	0	nt	4	5	nt	-8
O=C(Nc1cccc(S(=O)(=O)N2CCCCC2)c1)c1ccccn1	16	5	-3	0	7	1	1
COc1cccc(N(CC(=O)N2CCCCCC2)S(C)(=O)=O)c1	2	-5	-3	0	-4	16	-3
COc1cccc(NC(=O)Nc2cccn(Cc3ccccc3)c2=O)c1	20	2	nt	-4	6	nt	nt
COc1ccc(/C=C(/NC(=O)c2ccco2)C(=O)NCCc2ccccc2)cc1	nt	-2	-1	7	nt	4	nt
O=c1c2nnn(-c3cccc(F)c3)c2ncn1Cc1ccccn1	nt	1	0	nt	nt	5	nt
CC(=O)CCC(=O)NCCc1ccccc1F	6	-7	3	-1	0	1	nt
CCC(C)NC(=O)c1ccc(CSc2nc3ccncc3n2Cc2ccc(F)cc2)cc1 (stereo unspecified)	22	-2	1	0	8	2	-1
CN(C)C(=O)c1nc2ccc(Cl)cn2c1CNCc1cccc(OC(F)(F)F)c1	-8	-3	-1	1	-4	-13	-7
Cc1cc(C(=O)N/N=C/c2cccnc2)cs1	nt	1	2	nt	nt	4	nt
O=C(c1ccco1)N1CCN(Cc2ccc(F)cc2)CC1	6	-5	-6	-1	10	-1	nt
O=C(COC(=O)/C=C/C(=O)OCC(=O)NC12CC3CC(CC(C3)C1)C2)NC12CC3CC(CC(C3)C1)C2	6	nt	nt	-2	-8	nt	0
CC1(C)CC(NC(=O)Cc2ccc(Cl)cc2)CC(C)(C)N1	-5	-4	-5	-1	3	-6	-1
CC(C)c1ccc(NC(=S)NCc2cccs2)cc1	34	0	nt	19	-21	nt	102*

Looked up one by one from the list above, 2 records:
SMILES	esBAF inh	ARNT-TACC3 inh	SIRT5 block	Cneo AK release	Statin myotox sup	ERp5 inh	miR122 inh
O=C(c1ccco1)N1CCN(Cc2ccc(F)cc2)CC1	6	-5	-6	-1	10	-1	nt
COc1ccc(S(=O)(=O)Oc2ccc(C(=S)N3CCOCC3)cc2OC)cc1	7	0	1	-3	0	-2	2

Remaining list, next part:
SMILES	esBAF inh	ARNT-TACC3 inh	SIRT5 block	Cneo AK release	Statin myotox sup	ERp5 inh	miR122 inh
CN(C)C(=O)Nc1ccc(F)cc1F	-4	-5	nt	3	17	nt	-2
COc1ccc(OC)c(NC(=O)CN(Cc2ccc(F)cc2)C2CCCCC2)c1	-11	nt	-1	-1	-33	5	-2
CCc1nn2c(=O)c(S(=O)(=O)Nc3ccc(C(C)C)cc3)c(C)nc2s1	5	3	nt	0	nt	10	1
O=C(NCC(c1ccco1)N1CCN(c2ccccc2)CC1)C(=O)NC1CC1 (stereo unspecified)	nt	0	-4	0	-6	-3	-5
O=C(N/N=C/c1ccc2c(c1)OCO2)C(=O)Nc1cccc(Cl)c1	24	7	-7	-9	-3	-1	-3
O=C(COc1ccc2c(c1)OCO2)NC12CC3CC(CC(C3)C1)C2	19	4	nt	3	4	nt	6
COc1ccccc1N1CCN(C(=O)c2ccncc2)CC1	-1	-6	nt	13	-5	nt	0
Cc1ccc(-c2ccc([C@H]3[C@H](CO)N4CCCCN(Cc5cncnc5)C[C@@H]34)cc2)cc1	nt	8	1	-1	nt	1	9[16.7 µM]
CC=Cc1ccc2n(c1=O)C[C@@H]1[C@@H](CO)[C@H](C(=O)NC3Cc4ccccc4C3)[C@H]2N1C(C)=O (mixture of isomers)	-1	0	-12	4	-4	1	nt
CCN(CC(=O)NCc1ccc(F)cc1)C(=O)CN1CCN(c2ccc(OC)cc2)CC1	-6	-4	-2	1	-1	0	-17
CCN1CCN(CC(=O)c2cc(Cl)ccc2Cl)CC1	nt	-22	-5	nt	nt	4	nt
O=C(COC(=O)CCC(=O)c1ccc(Cl)cc1)NC1CC1	nt	-10	-4	nt	nt	3	nt
O=C(c1noc2c1CCCC2)N1CCN(c2ccccc2)CC1	nt	4	0	nt	nt	-7	7
CCCCOc1ccc(C(=O)Nc2ccc(SC(F)F)cc2)cc1OC	nt	1	-4	nt	nt	0	nt

Screens deposited in PubChem by Broad Institute.
